# RBX1-CUL1 inh: inhibitors of human ROC1-CUL1 ubiquitin ligase activity; E3 ubiquitin-protein ligase RBX1 (Homo sapiens) + Cullin-1 (Homo sapiens), P62877+Q13616; in vitro K48 di-Ub FRET, acceptor:donor ratio, 45 min; inhibition, % at 10 µM; 140,000 compounds, 0.6% hits; in the data active means inhibition above about 25%
# Target sequence (P62877 whole entry, looked up): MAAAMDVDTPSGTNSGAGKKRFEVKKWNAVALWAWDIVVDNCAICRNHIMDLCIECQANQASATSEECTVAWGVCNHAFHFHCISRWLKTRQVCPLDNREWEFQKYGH
# Target sequence (Q13616 whole entry, looked up): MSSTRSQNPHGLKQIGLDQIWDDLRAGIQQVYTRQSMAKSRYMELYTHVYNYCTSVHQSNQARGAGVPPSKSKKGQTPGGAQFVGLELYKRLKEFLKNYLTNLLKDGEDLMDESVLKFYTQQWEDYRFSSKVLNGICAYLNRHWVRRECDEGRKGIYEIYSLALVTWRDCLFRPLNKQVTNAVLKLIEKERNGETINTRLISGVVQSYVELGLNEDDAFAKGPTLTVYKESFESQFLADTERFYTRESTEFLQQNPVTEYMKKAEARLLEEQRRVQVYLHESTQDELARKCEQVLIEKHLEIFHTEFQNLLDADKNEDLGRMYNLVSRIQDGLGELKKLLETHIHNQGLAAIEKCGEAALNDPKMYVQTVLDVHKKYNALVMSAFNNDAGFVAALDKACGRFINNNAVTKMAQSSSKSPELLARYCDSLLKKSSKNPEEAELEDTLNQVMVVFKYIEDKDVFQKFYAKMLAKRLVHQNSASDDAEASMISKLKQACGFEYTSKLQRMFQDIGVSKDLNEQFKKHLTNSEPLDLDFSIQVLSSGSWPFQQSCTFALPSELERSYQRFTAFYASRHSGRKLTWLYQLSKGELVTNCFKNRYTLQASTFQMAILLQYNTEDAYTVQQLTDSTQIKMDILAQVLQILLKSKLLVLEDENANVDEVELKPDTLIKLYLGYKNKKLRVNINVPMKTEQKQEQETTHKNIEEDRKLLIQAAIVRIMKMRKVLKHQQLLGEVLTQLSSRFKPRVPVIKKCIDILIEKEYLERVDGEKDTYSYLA
# * marks the source's active call; other numbers are inactive results. These rows are one share of the data; count on the stated rates, not on these rows.
SMILES,RBX1-CUL1 inh
Cc1ccc(C2=Nc3ccccc3N(CC(=O)NCc3ccccc3Cl)C(=O)C2)cc1C,-1
COc1cccc(/C=C2\SC(=Nc3ccc(C)c(Cl)c3)NC2=O)c1OCC(=O)O,97*
COc1ccc(CC(=O)NNc2ccc([N+](=O)[O-])cc2[N+](=O)[O-])cc1,7
Cc1ccc(NS(=O)(=O)c2ccc3[nH]c4c(c3c2)CCCCCC4)cc1C,-1
CCc1ccc(-n2c(=O)c3cccnc3n2CC(=O)N(CC)c2cccc(C)c2)cc1,-6
CS(=O)(=O)Nc1cccc(C(=O)NC2CCCCCC2)c1,-2
N=C1C(Nc2cc(C(F)(F)F)cc(C(F)(F)F)c2)SC(=O)N1N1CCOCC1 (configuration not stated),6
O=C1S/C(=C\c2ccc(Br)cc2)C(=O)N1Cc1ccccc1,5
O=C(NC1CC1)C1C2C3C4CC5C3C5C4C12 (configuration not stated),3
COc1cccc(CN2CCC(C(Cc3ccccc3Cl)N(C)C(=O)c3ccco3)CC2)c1O (configuration not stated),6
OCc1cn(CC2CCCN(Cc3ccc4c(c3)OCCO4)C2)nn1 (configuration not stated),-5
Cc1ncc2c(c1CNC(=O)c1ccccc1F)CCN(C(=O)COc1ccccc1Cl)C2,5
OCCNCCNCc1ccc(-c2ccccc2)cc1,6
O=C(C1CCOCC1)N1CCC(CO)(Cc2ccccc2Cl)CC1,7
CCn1c(-c2ccc(C)cc2)nn(CC(=O)Nc2cc(Cl)ccc2Cl)c1=S,3
Cc1c(C(=O)N2CCCC2)oc2c1-c1nn(CC(=O)NC(C)c3ccccc3)cc1CC2 (configuration not stated),-5
CCn1c(=O)c2cc(C(=O)NCCc3ccc(Cl)cc3)sc2c2ccccc21,-5
COc1ccccc1NC(=O)Cn1c(=O)n(CCCCCC(=O)NCc2ccccc2)c(=O)c2sccc21,-4
CC1OC(CC(=O)O)C2(C)OC(=O)CC12 (configuration not stated),-4
CCOC(=O)C(=O)Nc1nnc2n1CCS2,1
CSc1ccnc2cc(C(F)(F)F)ccc12,7
N#C/C(=C\c1ccc(Cl)cc1)c1nn(CCO)c(N)c1C#N,-7
Cc1cccc(NC(=O)c2sc(-n3nc(C)c(CCC(C)C)c3C)nc2C)c1C,-4
CC(C)n1c(COc2ccc3ccccc3c2)nc2ccccc21,-11
CCOC(=O)C1=C(C)N=c2s/c(=C/c3cccc(OC(=O)c4ccco4)c3)c(=O)n2C1c1ccccc1 (configuration not stated),3
Cc1ccc(-c2cc(C(=O)N/N=C/C3CC4C=CC3C4)c3ccccc3n2)cc1 (configuration not stated),8
O=C(N1CCCC(CO)(Cc2ccc(F)cc2)C1)C12CC3CC(CC(C3)C1)C2 (configuration not stated),7
COc1ccccc1NC(=O)c1c(NC(=O)c2ccco2)sc2c1CCC(C(C)(C)C)C2 (configuration not stated),0
Cc1cccc(CN2CCCC(O)(CN3CCCC3)C2=O)c1 (configuration not stated),1
CN(C)S(=O)(=O)N(CC(=O)NCCSCc1cccc(Cl)c1)c1ccccc1,-7
Cc1ccc(Cl)cc1N1CCN(C(=O)c2cn(C)c3ccc(S(=O)(=O)N4CCCC4)cc3c2=O)CC1,0
Cc1ccc(N2CCN(S(=O)(=O)c3cc(Br)cc4c3N(C(=O)C3CC3)CC4)CC2C)cc1 (configuration not stated),-3
Cc1cc2nnc(SCC(=O)N3CCCCC3)n2c2ccccc12,-3
Cc1ccc(/C=C/c2nc3ccccc3n2S(=O)(=O)c2ccc(Br)cc2)cc1,-5
CCCCCn1c(=O)[nH]c2cc(C(=O)NCCN(C)CCCC)ccc2c1=O,-5
Cn1c2ccc(Br)cc2c2cc(Br)ccc21,3
O=C(N/N=C/c1cc2c(cc1[N+](=O)[O-])OCO2)C12CC3CC(CC(C3)C1)C2,5
COc1ccccc1NC(=O)C(=O)NCC(c1ccc2c(c1)OCO2)N1CCOCC1 (configuration not stated),9
COc1ccc(CC(=O)NN=C2CC(=O)CC(C)(C)C2)cc1,4
CCc1cc(C(=O)NCc2nc(-c3ccc(NC(=O)c4ccc(COC)o4)cc3)oc2C)no1,4

# 4 entries from above, as labelled records.
> Cc1cccc(CN2CCCC(O)(CN3CCCC3)C2=O)c1 (configuration not stated)
  RBX1-CUL1 inh: 1
> Cc1ccc(/C=C/c2nc3ccccc3n2S(=O)(=O)c2ccc(Br)cc2)cc1
  RBX1-CUL1 inh: -5
> Cc1cc2nnc(SCC(=O)N3CCCCC3)n2c2ccccc12
  RBX1-CUL1 inh: -3
> Cc1ccc(-c2cc(C(=O)N/N=C/C3CC4C=CC3C4)c3ccccc3n2)cc1 (configuration not stated)
  RBX1-CUL1 inh: 8

# (more compounds)
SMILES,RBX1-CUL1 inh
COc1ccc(OC)c([C@@H]2[C@H]3CC(C)CC=C3C(C#N)C(=N)C2(C#N)C#N)c1 (some centres not stated),5
CCS(=O)(=O)Nc1ccc(-c2cn3c(C)csc3n2)cc1,4
CC1(C)CC(=O)C([N+](=O)[O-])C(=NCC(O)CO)C1 (configuration not stated),4
Cc1cc(C)c2c(N)c3ccccc3nc2n1,-6
COc1cccc(C(=O)N2CCN(C(=O)c3cc(OC)c(OC)c(OC)c3)CC2)c1,4
Nn1c(CN2CCN(c3ccccc3)CC2)n[nH]c1=S,0
CC(C)c1ccc2occ(CC(=O)Nc3ccccc3Cl)c2c1,0
COc1ccccc1Nc1c2c(nc3ccccc13)CCCC2,0
CCCCN(C)CCCNC(=O)Cn1ncc2c3ccccc3n(Cc3cc(C)ccc3C)c2c1=O,-4
CCCc1oc2ccc(NS(=O)(=O)c3ccc(OCC)cc3)cc2c1C(=O)OCC,8
Cc1ccc(C)n1NC(=O)c1ccc(F)cc1,0
COc1cccc(/C=C/C(=O)C2C=C(Br)C=C(Br)C(=O)C2=O)c1 (configuration not stated),-3
C=CCN1C(=O)/C(=C/c2cc(C)n(-c3cc(C(=O)OC)ccc3C)c2C)C(=O)NC1=S,1
Cc1ccc2nc(CNC(=O)c3ccc(C4CCCN4)s3)[nH]c2c1 (configuration not stated),-6
CCC(C)C(=O)Nc1cc(Cl)ccc1C (configuration not stated),-4
O=C(NCC(c1cccnc1)N1CCc2ccccc2C1)C(=O)Nc1ccc(F)cc1F (configuration not stated),-2
O=C(Nc1cccc(C(F)(F)F)c1)C1CCCN(S(=O)(=O)c2cccc3nonc23)C1 (configuration not stated),-1
CC1(C)C2CCC1(CS(=O)(=O)N1CCOCC1)C(=O)C2 (configuration not stated),-6
Cc1nc(SCC(=O)NCc2ccco2)c2c3c(sc2n1)CCC3,2
CC(=O)N(C1=C(N2CCCC2)C(=O)c2ccccc2C1=O)c1ccc(F)cc1,5
COC(=O)c1sc(NC(=O)c2ccc(C)o2)nc1C,-1
CCCCCCCCNC(=O)c1cnsn1,-5
Cc1ccc(Oc2ncccc2CNC(=O)CCn2cncn2)c(F)c1F,2
COC1CCN(C(=O)c2cn(Cc3ccccc3C)nn2)CC1,2
Cc1ccc(OC(=O)C(C)c2cccc(C(=O)c3ccccc3)c2)cc1 (configuration not stated),-2
COc1ccc(NS(=O)(=O)c2ccc(Br)cc2)cc1,8
CCN1CCN(Cc2c(O)ccc3c(=O)c(Oc4ccccc4Cl)c(C(F)(F)F)oc23)CC1,6
Cc1ccc(S(=O)(=O)c2cn(CC(=O)Nc3ccc4c(c3)OCO4)c3ccccc3c2=O)cc1C,5
O=C(CSc1nnc2c(n1)-c1cccc3cccc-2c13)N1CCOCC1,8
C=CCOc1ccccc1NC(=O)Nc1ccccc1,2
CC(C)C(=O)Nc1ccc2nc(SCC(=O)N3CCc4ccccc43)sc2c1,-6
CCCC(=O)Nc1ccc(/C=C/C(=O)c2ccc(Br)cc2)cc1,-4
CCOC(=O)C1C(=N)OC(c2ccccc2)=C(C#N)C1c1ccsc1 (configuration not stated),10
Cc1ccc(C(=O)NC(C)c2ccccc2)cc1NS(C)(=O)=O (configuration not stated),13
Cc1ccccc1Nc1nc(N)nc(CN2CCN(c3ccccc3F)CC2)n1,-1
COc1ccc(Nc2c3c(nc4ccc(NC(=O)/C=C/c5cc(OC)c(OC)c(OC)c5)cc24)CCCC3)cc1OC,-3
Cc1cc(C)c2c3c(sc2n1)C(c1ccc(Cl)cc1Cl)C(C#N)C(=N)O3 (configuration not stated),-4
CCOC(=O)C1C(CN2CCCCC2)=NC(=O)NC1c1ccc(OC)cc1 (configuration not stated),-10
Cc1ccc(C)c(Cn2c(=O)cc(C)c3c(C)nn(-c4cccc(F)c4)c32)c1,1
COc1ccc(OC)c(S(=O)(=O)NCc2cccs2)c1,1
CN1CCN(Cc2c(O)ccc3cc(-c4ccc(Cl)cc4)c(=O)oc23)CC1,2
CCOC(=O)C1C(=N)Oc2ccc3ccccc3c2C1c1ccc(Cl)cc1 (configuration not stated),0
COC(=O)c1ccc(CN2CCCC(c3[nH]ncc3Cc3ccccc3)C2)cc1 (configuration not stated),7
CCCN1CCC(NC(=O)CCc2nnc(Cc3cc(OC)ccc3OC)o2)CC1,-1
Cc1ccc(-c2nn3c(=O)c4ccccc4nc3c3ccccc23)cc1,-5
CCOC(=O)c1ccc(NC(=O)c2cnc(N3CCCC3)nc2C)cc1,-6
CC1=NN(C(=O)Cn2nc(C)c(Br)c2C)C(O)(C(F)(F)F)C1 (configuration not stated),5
COC(=O)c1c(NC(=O)C(C)C)sc2c1CCC(C)C2 (configuration not stated),3
Cc1oncc1C(=O)Nc1ccc(Oc2ccccc2)cc1,-2
COc1ccc(C2NC(=O)N(C)C3=C2C(=O)N(c2ccc(Br)cc2)C3)cc1 (configuration not stated),7
Cc1ccn2c(Nc3c(C)cccc3C)c(-c3ccc(Cl)s3)nc2c1,-1
COc1cc2c(cc1OC)C1=C(c3ccc4c(c3C1)OCO4)N(C)CC2,9
CCc1nnc2c3ccccc3nc(N3CCN(c4cc(C)ccc4C)CC3)n12,-12
COCCNC(=O)c1nn(-c2ccc(Cl)cc2)nc1CO,-4
CCC(C)NC(=O)C1CCC(CNS(=O)(=O)c2cccc3nsnc23)CC1 (configuration not stated),-20
COc1ccc(C2Nc3ccc(Br)cc3-c3nnc(SC)nc3O2)cc1O (configuration not stated),13
Cc1ccc(NC(=O)CN2CCCN(Cc3cc(C)ccc3C)S2(=O)=O)c(Cl)c1,3
COc1ccc(-c2cc(=O)c3ccccc3n2C)cc1,-1
CCOC(c1ccccc1)c1ccc2c(c1)CN(C(=O)C1CCN(C(=O)N(C)C)CC1)CCO2 (configuration not stated),4
CC(C)N(NC(=O)c1ccc(Cl)cc1)C(C)C,11

# Reformatted: results already given
Compound: Cc1ccccc1Nc1nc(N)nc(CN2CCN(c3ccccc3F)CC2)n1
  RBX1-CUL1 inh: -1
Compound: COc1ccc(-c2cc(=O)c3ccccc3n2C)cc1
  RBX1-CUL1 inh: -1
Compound: O=C(N1CCCC(CO)(Cc2ccc(F)cc2)C1)C12CC3CC(CC(C3)C1)C2 (configuration not stated)
  RBX1-CUL1 inh: 7
Compound: CCc1nnc2c3ccccc3nc(N3CCN(c4cc(C)ccc4C)CC3)n12
  RBX1-CUL1 inh: -12

# (list continues)
SMILES,RBX1-CUL1 inh
Fc1cc(-c2nn3c(C(F)(F)F)nnc3s2)c(F)c(F)c1F,-3
CCCN1N=C(C)Cn2c1nc1c2c(=O)n(CC)c(=O)n1C,2
CC(C)NC(=O)c1ccc(CN2CCCCC2)cc1,-5
CCn1cc(CNC(=O)/C=C/c2ccc(OC)c(COc3ccc(Br)cc3)c2)c(C)n1,-2
COc1cccc(OCCCn2c(-c3ccc(Cl)cc3)nc3ccccc3c2=O)c1,-6
Cc1c(-n2c(C)nc3c2C2C(C3)C2(C)C)cnc2ccccc12 (configuration not stated),-9
NC(=S)N/N=C/c1cc2c(cc1[N+](=O)[O-])OCO2,-6
CC(C)(C)C1CCc2nc(SCc3ccccc3Cl)c(C#N)c(-c3ccccc3)c2C1 (configuration not stated),2
O=C(Nc1ccc(-c2cccc(F)c2)cc1)C1CCCN(Cc2nccs2)C1 (configuration not stated),1
CC(Oc1ccc(F)cc1)C(=O)Nc1ccc(S(=O)(=O)Nc2nccs2)cc1 (configuration not stated),-1
C=CCOc1cc2oc(=O)c(CC)c(C)c2cc1CC,-10
N#Cc1ccccc1NC(=O)c1ccc(-c2ccc(Cl)c(C(F)(F)F)c2)o1,3
CCOC(=O)c1c(C)oc2ccc(OCC=C(C)C)cc12,3
CCc1ccccc1NC(=O)COCc1cc(-c2ccco2)on1,1
CC(C)(C)C(=O)Nc1ccc(N2CCCCC2)c(F)c1,6
COCCNC(=O)c1c(NC(=O)c2ccc(Cl)cc2Cl)sc2c1CCCC2,-2
Cc1cc(C)n(CCc2nc3c4ccccc4nc(N4CCN(c5ccc(F)cc5)CC4)n3n2)n1,-3
CC(C)CCNC(=O)C1CCN(c2nc3ccc(Cl)cc3[nH]2)CC1,-9
COC(=O)[C@@H]1[C@H](C(=O)OC)C2(C)CC(=O)C1(C)O2 (some centres not stated),-12

# Assay outcomes deposited in PubChem BioAssay by Icahn School of Medicine at Mount Sinai.
